Compound activity as filed in PubChem BioAssay.
NPYLR7 ag: mosquito NPYLR7 agonism; HEK293T NPYLR7/Galpha15, GCaMP6s calcium fluorescence; activation, % at 10 µM; hit rate 0.15% among 270,000; AID 1259423; in the data active = activation above about 40%;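 note: 0% = vehicle and 100% = reference agonist at the receptor; some compounds past the cut are filed as inactive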
hcGAS lum: human cGAS inhibition | recombinant h-cGAS, ATP depletion, Kinase-Glo luminescence | AID 1259398 | Q8N884 | inhibition, % at 12.5 µM | hit rate 0.081% among 290,000;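 note: 0% = vehicle reaction and 100% = reaction without DNA for no activity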
Target sequence (Q8N884 whole entry, looked up): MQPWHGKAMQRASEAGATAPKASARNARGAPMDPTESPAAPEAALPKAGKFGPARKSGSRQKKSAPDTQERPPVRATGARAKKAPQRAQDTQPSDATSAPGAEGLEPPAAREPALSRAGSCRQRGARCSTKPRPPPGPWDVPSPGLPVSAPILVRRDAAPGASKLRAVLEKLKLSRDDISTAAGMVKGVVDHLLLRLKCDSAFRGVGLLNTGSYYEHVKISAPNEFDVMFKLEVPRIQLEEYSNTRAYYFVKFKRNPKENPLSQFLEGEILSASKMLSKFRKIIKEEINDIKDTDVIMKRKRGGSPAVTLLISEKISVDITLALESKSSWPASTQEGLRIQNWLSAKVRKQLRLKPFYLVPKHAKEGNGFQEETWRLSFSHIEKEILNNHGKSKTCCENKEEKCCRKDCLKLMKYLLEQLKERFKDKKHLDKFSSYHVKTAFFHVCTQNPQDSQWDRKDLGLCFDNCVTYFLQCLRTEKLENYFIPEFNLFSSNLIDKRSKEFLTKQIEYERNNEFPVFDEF
mcGAS inh: inhibitors of mouse cGAS | hit rate 0.15% among 160,000 | recombinant cGAS, Kinase-Glo ATP depletion luminescence | inhibition, % at 12.5 µM | Q8C6L5;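 note: 0% = negative control wells and 100% = reference inhibitor with no enzyme activity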
* = called active by the depositor; . = no result given; & = joins results of further samples. Cut-off read from the data, not from the text of the source, unless noted: active = inhibition above about 40%; inactive = the rest.

Screens in order: NPYLR7 ag, hcGAS lum, mcGAS inh
- COc1cc(Br)cc2c1OC1(C)CC2NC(=O)N1c1ccc(C)cc1 (stereo not drawn)
 : -13, -1, -1
- Cc1cc(Cl)ccc1Nc1nc(NCCN2CCOCC2)nc2nccnc12
 : 3, 2, .
- O=C(Nc1cc(C(F)(F)F)ccc1N1CCc2ccccc2C1)c1c(O)c2ccccc2[nH]c1=O
 : 10, -7, -4
- Cc1cc(OC(=O)c2cccc([N+](=O)[O-])c2C)c([N+](=O)[O-])c(=O)[nH]1
 : -1&6, -5&-3, -7
- O=C(COc1ccc2ccccc2c1)N=Nc1c(O)n(CO)c2ccccc12
 : 1, -3, -2
- Cc1nc(C)c(C(C)NC(=O)N(C)Cc2ccccc2O)s1 (stereo not drawn)
 : 0, -7, -19
- CCOC(=O)c1ccc2c(c1)nc(SCc1ccccc1I)n2Cc1ccco1
 : -4, -10, -8
- COC(=O)Cn1c(=O)c2c(nc3n(CC(C)C)c(C)c(C)n23)n(C)c1=O
 : 5, 3, -2
- COc1ccc(NC(=O)N2CCC3(CC2)C(=O)N(CC(=O)NCC2CCCO2)CN3c2ccccc2)cc1 (stereo not drawn)
 : -4, 0, -1
- CCc1nnc(-c2cc3ccccc3n2CC(=O)NC(C)C)o1
 : -2, -6, -9
- CCN(CC)C(=O)c1ccc(Cl)c(NC(=O)c2occc2C)c1
 : -2, 3, .
- Cc1ccc(-c2ccc(CCC(=O)N3CCCCC3)n2-c2ccc(CC#N)cc2)c(C)c1
 : 0, -1, -8
- O=C1N(Cc2ccccc2)C(c2ccccc2)=NC1(Nc1ncccn1)C(F)(F)F (stereo not drawn)
 : -6, 1, -6
- CCN(CC)CCN(C(=O)c1ccn(C)n1)c1nc2c(F)cccc2s1
 : ., -6, -7
- COC(=O)c1ccc(C(=O)N2CCN(CC(OCc3c(F)cccc3F)c3ccc(Cl)cc3)CC2)cc1 (stereo not drawn)
 : 4, -10, -6

Profiles as entered above:
COc1cc(Br)cc2c1OC1(C)CC2NC(=O)N1c1ccc(C)cc1 (stereo not drawn) across the screens: NPYLR7 ag: -13; hcGAS lum: -1; mcGAS inh: -1
Cc1nc(C)c(C(C)NC(=O)N(C)Cc2ccccc2O)s1 (stereo not drawn) across the screens: NPYLR7 ag: 0; hcGAS lum: -7; mcGAS inh: -19

Next structures follow:
Screens in order: NPYLR7 ag, hcGAS lum, mcGAS inh
- CCCC1CCC(C2CCC(O)CC2)CC1 (stereo not drawn)
 : ., -11, 5
- O=C(NC1CCN(Cc2ccccc2)CC1)C1CCN(c2nc3ccccc3[nH]c2=O)CC1
 : 33, 6, .
- COc1ccc(C2(CC(=O)N3CCCC(COc4ccccc4F)C3)CC(=O)N(C3CC3)C2=O)cc1 (stereo not drawn)
 : 4, -6, -10
- CC(C(=O)NCC(c1ccccc1)N(C)C)N1C(=O)c2ccccc2C1=O (stereo not drawn)
 : 12, -8, .
- CC(NC(=O)CCC1CCCO1)c1cccc(OCc2ccccn2)c1 (stereo not drawn)
 : 1, 3, .
- Cc1ncoc1C(=O)N1CCC2(CC1)CCC(O)(CN(C)C)CC2
 : ., -5, -5
- CCCC(=O)N1CCC(N2CCC3(CCN(C)C3)CC2)CC1
 : 12, -5, .
- O=C(Nc1cnc2n1CCCC2)c1nnc2n1CCCC2
 : -1, -5, .
- c1nc2c([nH]1)CCNC2c1cnc(N2CCOCC2)nc1 (stereo not drawn)
 : 13, -5, -11
- Cc1[nH]cnc1-c1nccn1-c1ccc(-c2ccn[nH]2)cc1
 : 2, 4, -11
- Cc1nc2ccccc2c(=O)[nH]1
 : -7, 3, .
- CNc1ncccc1C(=O)NC1CC(=O)N(CCc2cccc(Cl)c2)C1 (stereo not drawn)
 : -4, -14, .
- CC(=O)Nc1cc(Cl)ccc1NCc1ccc(C#N)cc1
 : 0&7, -9&-6, .
- O=C(c1nc2ccccn2c1CN1CCN2CCCC2C1)N1CCOCC1 (stereo not drawn)
 : 0, -8, .
- Cc1nn(CC(=O)O)c(C)c1NC(=O)CSc1ccncc1
 : 6, -2, -22
- O=C(O)c1ccc(N=Cc2ccccc2O)cc1
 : -3, -5, -5
- Cc1ccc2nc(SCc3cc(=O)n(C)c(=O)n3C)[nH]c2c1
 : 4, -13, .
- Cc1ccc(N2C(=O)CC(N3CCN(Cc4ccc5c(c4)OCO5)CC3)C2=O)c(C)c1 (stereo not drawn)
 : 2, -3, .
- CC1(C(=O)NS(=O)(=O)c2cccc(OC(F)F)c2)CCN1C(=O)CCc1ccccc1 (stereo not drawn)
 : -4, -12, .
- O=C(NCc1ccccn1)c1cc(NCC[C@@H]2C[C@@H]3C=C[C@H]2C3)ccn1
 : 1, 0, .
- CCC1(C)OC(=O)N(C2CC(C)(C)NC(C)(C)C2)C1(C)O (stereo not drawn)
 : 8, -1, .
- CS(=O)(=O)c1ccc2nc(NC(=O)c3ccc(F)cc3)sc2c1
 : -2, -7, -6
- CC(=O)Nc1ccccc1NC(=O)CN(Cc1ccc2[nH]ccc2c1)C1CC1
 : -3, -3, -12
- CCNC(=O)Cc1ccc(-c2cc(Cl)c3c(c2)CC(CN)O3)cc1 (stereo not drawn)
 : 1, -5, .
- CCc1ccc(NC(=O)Nc2ccc(N3CCC(C)CC3)c(C(=O)NCCOC)c2)cc1
 : -4, 1, -3
- CC(C(=O)NCCc1cnc[nH]1)N1C(=O)c2cccc3cccc1c23 (stereo not drawn)
 : -3, -4, -15
- CC1CCCCC1n1ccc2c(nnc3c(-c4ccccc4)cnn32)c1=O (stereo not drawn)
 : 26, -8, .
- COC(=O)c1ccc(F)cc1S(=O)(=O)Nc1cc(C#N)ccc1C
 : 3, -8, .
- CCN1CCN(C(=O)c2cccc(Nc3c(Oc4cccc(C(C)C)c4)cnn(-c4cccc(Cl)c4)c3=O)c2)CC1
 : -8, 0, 0
- Cc1nnc2c(C(=O)NCCC3=CCCCC3)cccn12
 : -8, -5, -6
- O=C(NCC1(c2cccs2)CCOCC1)C(=O)Nc1cc2c3c(c1)CC(=O)N3CCC2
 : 5, -8, .
- CC1CCC(NC(=O)CCC(=O)N2CCN(c3ccccn3)CC2)CC1 (stereo not drawn)
 : -4, -4, -3
- CC1=C(C(=O)N(C)Cc2ccc3c(c2)OCO3)C(c2cccnc2)NC(=O)N1 (stereo not drawn)
 : 1, -1, .
- Cc1cc(C)cc(NS(=O)(=O)c2cnc[nH]2)c1
 : 12, -8, .
- CC(=O)Nc1ccc(C2=NOC(C)C(=O)N2Cc2ccc(F)cc2)cc1 (stereo not drawn)
 : 15, -5, .
- CC(=NNc1nc2ccccc2[nH]1)c1ccccn1
 : -7, -3, .
- CS(=O)(=O)CCC1NC(=O)N(CCOc2ccc(F)cc2)C1=O (stereo not drawn)
 : 14, -10, .
- COc1ccc(Cn2cc3cnc(C(=O)N(C)CC(C)C)cc3c2)cc1
 : 1, -1, .
- CC(C)(C)Nc1nc(NC(C)(C)C)n2c(=O)[nH]nc2n1
 : -2, -9, .
- Cc1cc(C)cc(OCCN(C)C(=O)c2nccnc2N)c1
 : 10, -11, -8
- Cc1ccn2c(NC(C)(C)CC(C)(C)C)c(-c3ccc(OS(=O)(=O)c4cc(Cl)ccc4Cl)cc3)nc2c1
 : ., -1, 1
- COC(=O)C(C)Sc1nc(CC(C)(C)C)nc2c1c(=O)n(C)c(=O)n2CC(C)C (stereo not drawn)
 : -1, -4, .
- Cc1cc(C(=O)NCC(O)COc2ccc(F)cc2)c2[nH]ncc2c1 (stereo not drawn)
 : 3, -18, .
- Cc1ccccc1N1CCN(C2CCCN(Cc3ccccc3OCCO)C2)CC1 (stereo not drawn)
 : 5, -8, .
- CC1C2CC(CC2c2ccccc2O)C1(C)C (stereo not drawn)
 : -4, 13, .

Filtered by structure, the entries above with a tert-butyl group (3)
Screens in order: NPYLR7 ag, hcGAS lum, mcGAS inh
- CC(C)(C)Nc1nc(NC(C)(C)C)n2c(=O)[nH]nc2n1
 : -2, -9, .
- Cc1ccn2c(NC(C)(C)CC(C)(C)C)c(-c3ccc(OS(=O)(=O)c4cc(Cl)ccc4Cl)cc3)nc2c1
 : ., -1, 1
- COC(=O)C(C)Sc1nc(CC(C)(C)C)nc2c1c(=O)n(C)c(=O)n2CC(C)C (stereo not drawn)
 : -1, -4, .

The list goes on:
Screens in order: NPYLR7 ag, hcGAS lum, mcGAS inh
- O=c1c(Cl)c(Oc2ccccc2)cnn1Cc1ccccc1
 : 11, 1, .
- O=C1CC(NCc2ccncc2)C(=O)N1c1ccc(Br)cc1 (stereo not drawn)
 : 3, -3, .
- CCCCCCCC/C=C\CCCCCCCC(=O)N[C@@H](CO)Cc1ccc(O)cc1
 : -4, -6, .
- CCCc1n[nH]c(=O)n1-c1ccccc1Cl
 : 9, -6, .
- COCCn1c(CN2CCN(c3ccccc3)CC2)nc2c1c(=O)n(C)c(=O)n2C
 : 8, -6, .
- CC1CN(c2cc(Cl)nc(SCC(=O)NCCN3CCCCC3)n2)CCN1C(=O)C1CC1 (stereo not drawn)
 : -12, -8, -5
- Cc1ccc(-c2cc(C(=O)N3CCc4ccccc4C3)n(-c3cccc(Cl)c3)n2)cc1C
 : 0, -11, -5
- O=C(c1ccccc1Br)N1CCN(C(=O)c2ccccc2Br)CC1
 : 3, -4, .
- Cc1ccc(C(=O)NCCc2nnc3ccc(SCC(=O)Nc4nnc(C)s4)nn23)cc1
 : -2, -5, -9
- COC(=O)CCC(=O)N1CCN(C(c2ccc(F)cc2)c2ccc(F)cc2)CC1
 : -1, -4, -7
- O=c1c2c(nc(SCc3ccccc3)n1-c1ccc([N+](=O)[O-])cc1)CCS2
 : 0, 1, -3
- CN(C)S(=O)(=O)c1cccc(CS(=O)(=O)CCC(=O)NC2CC2)c1
 : 8, -1, .
- CCCN(CC(=O)N(Cc1ccc2c(c1)OCO2)Cc1ccc(C)o1)C(=O)Nc1ccc(SC)cc1
 : -5, -4, -5
- COc1c(F)cccc1C(=O)N1CCC(O)(CN(C)C)C1 (stereo not drawn)
 : 15, -2, .
- O=C(Nc1nnc(-c2ccc3c(c2)OCO3)s1)C1CCCN1C(=O)c1cccc(Br)c1 (stereo not drawn)
 : 27, -8, -4
- CCn1c(CNC(=O)c2ccc(OC)cc2)nnc1SC
 : -2, -4, -6
- CC(=O)N[C@@H]1C[C@H](Cc2ccccc2)O[C@H](c2coc3ccccc3c2=O)C1
 : 21, -5, -13
- CC1(C)CCc2sc(CN)cc2C1
 : 19, -11, .
- CCOc1ccccc1C(=O)Nc1cc(-c2ccccc2)nn1-c1ccccc1Cl
 : 6, 3, 1
- Cc1ccc(C2(c3noc(COc4cccc(O)c4)n3)CCCC2)cc1
 : 19, -8, .
- O=C(CCN1CCc2ccccc2C1)NCc1ccccc1Cl
 : -1, -5, .
- Nc1ncnc2c1c1nc3ccccc3nc1n2CCc1ccccc1
 : -4, -11, .
- COc1ccc(C(CC(=O)N(C)C)c2ccccc2)cc1 (stereo not drawn)
 : 5, -6, .
- NCc1cc2cc(I)ccc2s1
 : 1, 6, .
- COc1cccc(-c2nnc(SCc3nc(C(=O)Nc4ccc(C)c(C)c4)cs3)n2-c2ccccc2)c1
 : -1, -4, -4
- NCc1csc(Nc2nncc3ccccc23)n1
 : -3, 0, -1
- CC(=O)NC(C(=O)NC1(C(=O)O)CCCCC1)C(C)C (stereo not drawn)
 : -1, -4, .
- CCC(=O)Nc1cccc(C(=O)NCc2cccc(F)c2F)c1
 : ., -10, -11
- Cc1ccc(-c2cc(N)n(CC3CCCCC3)n2)cc1
 : 2, -2, -6
- O=C(c1cc2cc(F)ccc2[nH]1)N1CCOC(CCc2ccccc2)C1 (stereo not drawn)
 : ., -6, -15
- O=C(O)c1cc2c(s1)-c1cc(F)ccc1SC2
 : 2, -4, .
- CC(=O)N1CCN(C(=O)c2coc(CN(Cc3ccc(F)cc3)Cc3cccc(Oc4ccccc4)c3)n2)CC1
 : ., -6, -10
- O=C(NCc1ccccn1)c1ccc(Cl)cc1Cl
 : 7, 0, -6
- O=C(CC1CC2CCC1C2)Nc1ccccc1S(=O)(=O)N1CCOCC1 (stereo not drawn)
 : 0, -2, .
- OCCNc1ncnc2ccc(-n3ccc(-c4cccnc4)n3)cc12
 : 13, 5, .
- COc1cccc(Cn2nc(C(=O)NC3CC3)c3c2CCN(C(=O)c2cccs2)C3)c1
 : 22, -20, -7
- CN(Cc1nc(-c2ccccc2)no1)C(=O)c1ccc(C#CC(C)(C)O)o1
 : 18, -4, -17
- Oc1cccc(CN2CCC(NC[C@]3(O)CCCN4CCCC[C@@H]43)CC2)c1
 : 12, -7, .
- CC1CN(c2ncnc3c2cnn3CCNC(=O)c2cccc(C(F)(F)F)c2)CC(C)O1 (stereo not drawn)
 : -2, -13, -10
- COc1ccc(CN(CCc2c[nH]c3ccccc23)C(=O)CN(C(=O)COCc2ccccc2)C2CC2)cc1
 : 20, -6, -6
- COCCn1cnc2cc(NC(=O)C3CCCCC3)cc(C(=O)N3CCc4sccc4C3)c21
 : 7, -2, -8
- Cc1cc(Cc2ccc(S(=O)(=O)NCc3ccccc3)cc2)c(=O)[nH]n1
 : 0, 3, -2
- COc1ccc(Br)c(Cn2c(C)c(C(=O)NCc3ccc4c(c3)OCCO4)sc2=O)c1
 : -9, 1, .
- CN(C)C(=O)c1cccnc1SCc1cc(=O)[nH]c(C2CC2)n1
 : 8, -2, .
- O=C(c1nnc2n1CCN(Cc1ccc(-c3ccccc3)cc1)C2)N1CCCCC1
 : 11, -6, .
- COCCCn1c(C)cn2c3c(=O)n(Cc4ccc(Br)cc4)c(=O)n(C)c3nc12
 : 11, -11, .
- O=S1(=O)N=C(N2CCC(c3nc4ccccc4s3)CC2)c2ccccc21
 : 1, -9, .
- CC(NC(=O)C1CCN(Cc2cccn2C)CC1)c1ccc(F)cc1 (stereo not drawn)
 : -7, -4, -3
- Cc1ccccc1C(=O)NC(C(=O)N1CCCC1)C1CCN(S(=O)(=O)C(C)C)CC1 (stereo not drawn)
 : 3, 2, 0
- O=C(CC1(O)C(=O)Nc2ccc(Cl)cc21)c1cccs1 (stereo not drawn)
 : 2, -9, -4
